ZTA DNA inh: counter-screen for EBNA-1 inhibitors: inhibitors of Epstein-Barr virus ZTA; P03206; ZTA-DNA binding, fluorescence polarization; inhibition, % at 11 µM; 0.15% of 320,000 active; AID 2234; in the data active means inhibition above about 33%
Target sequence (P03206 whole entry, looked up): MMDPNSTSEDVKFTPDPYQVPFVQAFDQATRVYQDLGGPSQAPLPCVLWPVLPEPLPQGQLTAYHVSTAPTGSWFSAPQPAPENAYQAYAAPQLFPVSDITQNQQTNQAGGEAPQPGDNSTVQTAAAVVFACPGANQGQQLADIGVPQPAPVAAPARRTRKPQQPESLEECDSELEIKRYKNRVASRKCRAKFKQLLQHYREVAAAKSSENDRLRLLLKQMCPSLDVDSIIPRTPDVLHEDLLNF
TPT1 inhibitor: blocks Candida albicans tRNA 2'-phosphotransferase | inhibition, % at 5 µM | 0.81% of 300,000 active | recombinant caTPT1, FP RNA substrate dephosphorylation;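 active means inhibition above the mean of all tested compounds plus 3 SD, set per screening campaign, cut at about 24% in these data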;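 further: plate controls were DMSO alone for no effect and ferristatin control at 100 nM for full effect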
core dimer inh: blocks dimerization of HCV core protein; inhibition, % at 5 µM; TR-FRET GST/Flag-core106 dimerization, 1536-well; 0.33% of 300,000 active;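 active means inhibition above the mean of all tested compounds plus 3 SD, set per screening campaign, cut at about 45% in these data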
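Assay system: Tagged HCV core106 pair (GST and Flag) | Buffer or medium: KF-containing HEPES buffer, pH 7.45, DTT, CHAPS, BSA | Also added: Eu donor and XL665 acceptor anti-tag antibodies | Dosing: One concentration, 5 µM, in 0.5% DMSO | Timing: 4 h at 22.5 °C | Technique: TR-FRET 671 and 617 nm emission | Repeats: Singlicate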
EBNA-1 inhibitor: blocks EBNA-1 binding to DNA; EBNA-1 DNA binding, fluorescence polarization; inhibition, % at 14.8 µM; 0.34% of 300,000 active; in the data active means inhibition above about 28%
PREPL inhibitor: inhibitors of human prolyl oligopeptidase-like enzyme PREPL; recombinant PREPL, fluorescence polarization activity-based probe; inhibition, % at 5.96 µM; 0.68% of 320,000 active; AID 2751; in the data active means inhibition above about 43%;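 further: 0% = enzyme with DMSO and 100% = wells lacking enzyme; many of its hits are not listed in these tables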
PP1 counter: PP1-alpha (human) inhibition in PP5 counter-screen; 0.9% of 320,000 active; inhibition, % at 6.7 µM; purified PP1alpha, OMFP fluorescence;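 active means inhibition above the mean inhibition of all tested compounds plus 3 SD, computed separately for each screening campaign, cut at about 15% in these data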
Target sequence (P62136 whole entry, looked up): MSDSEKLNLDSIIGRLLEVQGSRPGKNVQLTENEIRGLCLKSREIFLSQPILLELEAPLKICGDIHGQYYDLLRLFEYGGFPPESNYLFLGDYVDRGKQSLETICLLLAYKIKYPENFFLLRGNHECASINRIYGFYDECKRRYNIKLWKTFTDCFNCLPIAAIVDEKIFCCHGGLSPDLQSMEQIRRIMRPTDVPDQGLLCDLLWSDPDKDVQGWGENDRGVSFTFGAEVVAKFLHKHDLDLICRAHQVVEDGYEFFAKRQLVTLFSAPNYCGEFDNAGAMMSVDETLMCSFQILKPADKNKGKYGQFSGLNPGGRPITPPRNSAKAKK
PP5 primary: PP5 (human) phosphatase inhibition; P53041; purified PP5c, OMFP substrate fluorescence; inhibition, % at 6.7 µM; 0.18% of 320,000 active; AID 1987;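 active means inhibition above the campaign's mean inhibition across all tested compounds plus 3 SD, cut at about 9.5% in these data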;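 further: 0% = DMSO only and 100% = 100 µM cantharidin control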
Target sequence (P53041 whole entry, looked up): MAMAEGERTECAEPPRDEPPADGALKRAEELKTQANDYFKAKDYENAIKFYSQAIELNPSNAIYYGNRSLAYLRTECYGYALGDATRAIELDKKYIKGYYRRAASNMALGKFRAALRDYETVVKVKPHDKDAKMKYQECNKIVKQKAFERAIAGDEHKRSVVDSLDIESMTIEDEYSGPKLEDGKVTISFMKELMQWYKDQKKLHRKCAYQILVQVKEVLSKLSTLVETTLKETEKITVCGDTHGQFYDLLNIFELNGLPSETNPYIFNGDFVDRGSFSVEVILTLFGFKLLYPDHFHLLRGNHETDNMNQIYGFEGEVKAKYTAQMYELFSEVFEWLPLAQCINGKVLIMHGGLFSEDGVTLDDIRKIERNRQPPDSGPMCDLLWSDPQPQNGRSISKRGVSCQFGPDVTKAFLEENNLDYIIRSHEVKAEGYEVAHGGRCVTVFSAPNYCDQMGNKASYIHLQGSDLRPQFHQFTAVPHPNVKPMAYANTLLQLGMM
Efflux pump mplx: antifungal efflux pump inhibition, Nile Red retention. 0.44% of 330,000 active. S. cerevisiae Candida pump triplex. inhibition, % at 10 µM;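 active means plate passing quality check with inhibition over a set limit, or well fluorescence over plate mean plus 4 SD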;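 further: Nile Red retained in pooled yeast measured as flow cytometry median fluorescence; 0% = buffer negative control and 100% = Enniatin B positive control; higher means more Nile Red kept so more efflux inhibition; some compounds called inactive have numbers as strong as hits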
CTSL1 counter: counter-screen for PFM18AAP inhibitors: inhibitors of F. hepatica cathepsin L1 | recombinant F. hepatica cathepsin L1, Z-Leu-Arg-MCA fluorescence | inhibition, % at 5.96 µM | 0.49% of 300,000 active | AID 1906;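 active means inhibition above the mean of all tested compounds plus 3 SD, set per screening campaign, cut at about 17% in these data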;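 further: 0% = plate median of test compound wells and 100% = 1 µM Z-Phe-Ala-diazomethylketone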
* hit, by the source's call; . = not tested or not shown; & = joins results of further samples.

SMILES | ZTA DNA inh | TPT1 inhibitor | core dimer inh | EBNA-1 inhibitor | PREPL inhibitor | PP1 counter | PP5 primary | Efflux pump mplx | CTSL1 counter
COc1nc(-c2ccc(Cl)cc2)ccc1-c1noc(-c2ccco2)n1 | 8.7 | 0.8 | -3.5 | -6.1 | 1.1 | -9.1 | -1.7 | 0.2 | -0.1
CS(=O)(=O)N1CCN(C(=S)NCc2ccc(F)cc2)CC1 | 1.7 | 1.4 | -0.7 | -2.0 | -3.1 | -4.6 | -0.1 | 0.0 | -1.3
COC(=O)c1cnc(NNC(=O)c2ccc([N+](=O)[O-])cc2)nc1C(F)(F)F | 1.4 | -2.9 | -4.5 | 8.0 | 24.5 | -3.7 | -2.4 | -0.1 | 0.8
CCCCNC(=O)CSc1nc2ccccc2c(=O)n1C1CCCC1 | 4.8 | 2.8 | -16.0 | -11.5 | 0.7 | -1.2 | 1.3 | 0.0 | 1.9
CC(=O)c1ccc2c(c1)C1C=CCC1C(c1cc3c(cc1Br)OCO3)N2 (stereo not given) | 8.5 | 5.4 | 6.2 | -1.4 | 0.2 | 5.7 | 1.6 | 0.0 | -0.1
CCCN(C(=O)/C=C/c1nc2ccccc2s1)C1CCS(=O)(=O)C1 (stereo not given) | -7.9 | . | . | . | 14.6 | -2.0 | 0.9 | 0.4 | .
COc1ccc(CNc2nc3ccccc3n2CCN2CCOCC2)cc1 | -5.0 | -1.6 | 3.9 | -3.1 | 19.9 | 0.1 | -0.1 | 0.0 | -3.2
CCOC(=O)c1c(-c2ccccc2)csc1NC(=O)c1ccc(N2C(=O)CCC2=O)cc1 | 9.6 | -2.1 | 2.0 | 5.3 | 7.0 | 0.0 | -0.7 | 0.1 | -1.0
O=C(CSCc1ccc(Br)cc1)Nc1ccc(S(=O)(=O)N2CCOCC2)cc1 | 4.2 | 2.7 | 4.9 | 11.6 | 5.4 | 2.3 | 1.2 | -0.2 | -2.3
COc1ccccc1N=Nc1c(C)[nH]n(-c2ccccc2)c1=O | 25.4 | -0.9 | 4.4 | -3.0 | -13.3 | -2.9 | 0.2 | 0.0 | -1.9
CC1CC1C(=O)OCC(=O)NC(=O)NCc1ccco1 (stereo not given) | -4.2 | 1.7 | 12.5 | 4.2 | -2.6 | 0.0 | 1.8 | 0.0 | -4.9
CN1C(=O)N(CC(=O)Nc2nccs2)C(=O)C12CCCCC2 | -1.1 | . | . | . | 18.8 | -0.8 | -1.6 | -0.2 | .
COc1ccc(C)cc1N(CC(=O)N1CCOCC1)S(C)(=O)=O | 14.7 | 3.1 | -10.7 | -1.1 | 12.9 | -4.7 | 0.7 | 0.1 | -3.8
Cc1cc(NC(=O)CSc2nc(-c3cccs3)cc(C(F)(F)F)n2)no1 | -2.4 | 1.5 | 1.0 | -2.0 | -10.4 | -3.6 | 0.8 | 0.0 | -3.6
COc1ccc(-n2nnnc2SCC(=O)Nc2ccc(OC)cc2OC)cc1 | -10.1 | 0.0 | 6.7 | -0.6 | -5.8 | -1.3 | 1.4 | -0.2 | -4.9
O=C(Nc1cccc(S(=O)(=O)N2CCCCCC2)c1)C1CC(=O)N(c2ccc3c(c2)OCCO3)C1 (stereo not given) | -9.5 | -1.6 | 1.9 | -5.1 | -1.7 | -0.5 | 0.0 | -0.1 | -0.1
COc1ccc(CCNC(=S)Nc2cc(C)cc(C)c2)cc1 | -10.3 | 1.0 | -16.1 | -6.6 | -4.2 | -5.1 | -4.2 | -0.1 | 2.6
CCCCCCn1c(C(C)NC(=O)c2ccco2)nc2ccccc21 (stereo not given) | -3.1 | 2.2 | -0.5 | -9.6 | -8.4 | 3.8 | 4.5 | 0.0 | -0.7
Cc1cc(/C=C2\SC(=O)N(CC(=O)Nc3ccccc3F)C2=O)c(C)n1C | -28.9 | 6.2 | 0.7 | 14.2 | 6.4 | 5.5 | 0.4 | 0.0 | 0.9
COC(=O)c1c(NC(=O)CSc2nnc(CNc3ccc(Cl)cc3)o2)sc(C)c1C | 0.2 | 1.0 | 4.2 | 9.0 | 20.8 | -3.4 | 3.2 | 0.0 | -0.5
CCOC(=O)c1sc(NC(=O)COC(=O)Cn2cnc3ccccc32)c(C(=O)OCC)c1C | -5.2 | -3.1 | 10.3 | -8.2 | 0.8 | -2.6 | 3.5 | 0.3 | 3.2
Nc1c(Br)cc(Br)cc1CNC1CCC(O)CC1 (stereo not given) | 3.9&-0.4 | 3.1&-1.3 | -4.8&-2.7 | -6.0&-10.4 | 10.4&-6.4 | -4.8&-0.1 | 2.9&1.6 | -0.1&0.2 | -2.2&0.3
COc1cccc(NC(=O)Cc2nnc(SCCOc3ccccc3)n2C)c1 | 3.4 | -3.6 | 4.6 | 3.2 | -5.0 | -0.9 | -1.4 | 0.1 | -0.4
COCCn1c(C)cc(C(=O)COC(=O)c2ccccc2Br)c1C | 11.8 | -0.9 | 6.8 | -5.3 | 4.5 | 2.5 | -1.6 | 0.0 | -5.4
CCOc1ccc2[nH]c(=O)c(C(c3nnnn3Cc3ccco3)N3CCC(C)CC3)cc2c1 (stereo not given) | 1.5 | 2.6 | 14.4 | -1.9 | -7.9 | 1.6 | 4.0 | -0.3 | -1.5
SMILES | ZTA DNA inh | TPT1 inhibitor | core dimer inh | EBNA-1 inhibitor | PREPL inhibitor | PP1 counter | PP5 primary | Efflux pump mplx | CTSL1 counter
COc1cccc(CC2(CO)CCN(Cc3ccc(NC(C)=O)cc3)CC2)c1 | 5.1 | 1.7 | -0.5 | -0.2 | 10.6 | -6.8 | -1.6 | 0.0 | -0.7
O=C(CN(Cc1ccco1)C(=O)CNS(=O)(=O)c1ccc(F)cc1)NCc1ccc(F)cc1 | 6.5 | -2.4 | -45.1 | -5.1 | -16.1 | 0.5 | 1.6 | 0.1 | -1.8
CCCN1CNC(=S)N(CCc2ccccc2)C1 | -5.7 | 0.3 | 4.3 | -10.1 | 1.1 | -0.2 | 4.3 | -0.1 | -0.7
COc1cc(N=c2c([N+](=O)[O-])nn(-c3ccc4c(c3)OCCO4)n2O)cc(OC)c1 | 5.3 | 0.6 | 9.8 | -4.2 | 20.9 | 2.2 | 1.7 | -0.1 | 0.2
O=C(COC(=O)c1ccc(Cl)c(S(=O)(=O)N2CCCCCC2)c1)Nc1ccccc1 | -3.4 | 4.2 | 6.3 | -4.3 | 2.2 | 3.0 | 3.3 | 0.6 | -19.4
O=C(CN(Cc1ccccc1)S(=O)(=O)c1ccccc1)N/N=C/c1ccccc1C(=O)O | 1.8 | -1.2 | 2.5 | -5.0 | -9.6 | 0.7 | 1.6 | -0.2 | 3.1
COC(CN(C)C(=O)C1CCC(CNS(=O)(=O)c2ccccc2)CC1)OC (stereo not given) | 8.8 | -0.3 | 8.1 | -3.2 | 10.6 | -1.4 | -0.8 | 0.0 | -3.8
O=C(CSc1nnc2scc(-c3ccccc3)n12)N1CCN(Cc2ccccc2)CC1 | -4.8 | 1.2 | 5.3 | -11.1 | 17.2 | -2.6 | 2.1 | 0.3 | -11.9
N#CC1=C(N)N(c2ccccc2)C(=O)C1 | -5.4 | -2.2 | -2.6 | -9.8 | 9.5 | -3.4 | 1.6 | 0.1 | -0.1
O=C(O)c1sccc1Oc1ccc(NS(=O)(=O)c2cccc(F)c2)cc1 | -6.6 | 3.6 | 6.1 | -14.6 | 16.2 | 9.0 | 0.5 | -0.1 | -2.4
CCOC(=O)Cc1csc(SC(C)C(=O)NCC(=O)Nc2ccc(F)c(F)c2F)n1 (stereo not given) | -11.1 | 2.5 | 0.2 | -3.5 | 4.7 | -4.7 | 1.4 | 0.0 | 0.3
O=[N+]([O-])c1ccc2c(c1)Nc1nc3ccccc3nc1N2 | 8.5 | 11.9 | -17.0 | 5.3 | 18.0 | 5.9 | 0.7 | -0.1 | -0.6
O=C(Nc1ccc(Nc2ccccc2)cc1)C(Cl)(Cl)Cl | -6.2 | -4.8 | -8.7 | 5.4 | 16.9 | 0.8 | 3.6 | -0.3 | 6.8
CCN1CCN(C(=O)C2CCCN(S(=O)(=O)c3cc(Cl)ccc3Cl)C2)CC1 (stereo not given) | -0.6 | -1.1 | 8.2 | 5.7 | 7.0 | 9.6 | -1.8 | 0.0 | -1.6
CCCCCOC(=O)Cn1c(=O)oc2ccc(C)cc21 | 3.8 | -1.1 | 2.4 | -5.9 | -3.7 | -1.7 | 3.3 | 0.2 | 1.3
CN(C)C(=O)CNc1n[nH]c(=S)[nH]c1=O | -0.6 | -0.8 | 0.0 | -3.9 | -0.5 | 4.6 | 0.2 | -0.1 | 0.5
COc1cccc(OC)c1C(=O)Nc1cccc(-c2ccc(N3CCOCC3)nn2)c1 | 2.6 | 0.1 | 6.0 | -2.3 | 5.2 | -5.0 | 1.5 | 0.4 | 2.4
Cc1cc(C)c(NC(=O)CNC(=O)c2ccc(-n3cncn3)c([N+](=O)[O-])c2)c(C)c1 | 4.8 | -1.4 | -8.6 | 8.2 | 16.1 | 1.4 | -1.0 | 0.0 | 1.0
COc1ccccc1/C=C/C(=O)Nc1ccc(S(=O)(=O)Nc2cc(C)on2)cc1 | 5.2 | -2.8 | 6.0 | 6.6 | -2.8 | 0.4 | 2.8 | -0.1 | 2.9
Nc1ncnc2c1ncn2C1OC(COP(=O)(O)O)C(O)C1O (stereo not given) | 3.8 | -2.4 | 2.2 | 7.1 | 7.9 | 1.1 | -0.3 | -0.3 | -7.1
CCOc1ccc(NC(=O)CCN2C(=O)CSc3ccccc32)cc1 | 8.3 | . | . | . | 15.0 | 1.0 | 2.7 | 0.2 | .
CCCN(CC(=O)Nc1cc(Cl)ccc1Cl)C(=O)CN1C(=O)C2CCCCC2C1=O (stereo not given) | -13.4 | -1.8 | -10.3 | -7.0 | 17.8 | 2.5 | 2.1 | 0.0 | -1.5
C=CCN=C1NN=C(c2cc(C)n(CC=C)c2C)CS1 | -6.3 | 2.2 | 37.5 | 0.1 | 18.5 | 12.5 | -1.1 | 0.0 | 2.4
O=C(CCCCCN1C(=O)[C@@H]2Cc3ccccc3CN2C1=O)Nc1ccccc1F | -17.8 | -5.6 | -11.5 | -6.8 | 0.5 | 0.8 | 1.2 | 0.0 | 1.6
Cc1ccc(S(=O)(=O)Nc2cccnc2)cc1 | 3.4 | -3.5 | -5.8 | -9.5 | -1.7 | -1.3 | 2.7 | -0.1 | -0.9
Cc1cc(-c2ccccc2C(=O)NC2CCCCC2)on1 | 2.0 | 0.1 | -1.0 | -6.1 | -0.8 | 0.0 | 1.7 | 0.4 | 0.6
Cc1ccc2nc(Br)c3c(c2c1)OC(CBr)C3 (stereo not given) | 2.6 | 0.6 | 9.3 | -8.9 | -2.3 | 1.7 | 3.6 | 0.1 | 2.0
OC(C#CCN1CCCCC1)c1ccccc1 (stereo not given) | -8.8 | 5.9 | 12.1 | 10.7 | 4.2 | -4.1 | 1.1 | -0.1 | -1.0
CCc1nc2ccccc2n1CC(=O)OCC(=O)N(CC(C)C)c1c(N)n(Cc2ccccc2)c(=O)[nH]c1=O | -6.2 | 1.6 | -0.5 | -2.9 | 1.2 | -5.4 | -0.5 | 0.0 | 5.4

One compound at a time, from the list above. Screens in order: ZTA DNA inh, TPT1 inhibitor, core dimer inh, EBNA-1 inhibitor, PREPL inhibitor, PP1 counter, PP5 primary, Efflux pump mplx, CTSL1 counter
Shown for OC(C#CCN1CCCCC1)c1ccccc1 (stereo not given) : -8.8, 5.9, 12.1, 10.7, 4.2, -4.1, 1.1, -0.1, -1.0
Shown for CCCCCOC(=O)Cn1c(=O)oc2ccc(C)cc21 : 3.8, -1.1, 2.4, -5.9, -3.7, -1.7, 3.3, 0.2, 1.3
Shown for COc1ccccc1/C=C/C(=O)Nc1ccc(S(=O)(=O)Nc2cc(C)on2)cc1 : 5.2, -2.8, 6.0, 6.6, -2.8, 0.4, 2.8, -0.1, 2.9
Shown for CCCN(CC(=O)Nc1cc(Cl)ccc1Cl)C(=O)CN1C(=O)C2CCCCC2C1=O (stereo not given) : -13.4, -1.8, -10.3, -7.0, 17.8, 2.5, 2.1, 0.0, -1.5

The list is partial (hit frequency here may not be typical).
